influenza NS1A – H1N1 influenza NS1A inhibitors, functional cell based assay (AID 504329) | NS1A functional cell-based assay, percent inhibition; higher % means a stronger effect | inhibition, % at 12.5 µM; hits with a dose series show IC50 in µM | actives 0.3% (n = 340,000); in the data active means a potency from the dose series; inconclusive means inhibition above about 27% without an active follow-up result; further: strong numbers were not always called active
tuberculosis growth – growth inhibition of non-replicating M. tuberculosis (AID 488890); Mycobacterium tuberculosis non-replicating, growth inhibition; higher % means a stronger effect; one-dose inhibition, % at 25 µM; IC50 in µM for titrated hits; actives 0.39% (n = 320,000); in the data active means a potency from the dose series; inconclusive means inhibition mostly from about 82% at the one dose, without a potency; inactive means the rest, 99 in 100 with inhibition below about 76%;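 further: plate controls were DMSO cells for no effect and high antibiotic wells for full effect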
M. tuberculosis HTS – M. tuberculosis growth inhibition, HTS (AID 449762) | M. tuberculosis H37Rv growth inhibition, 7H9 media; higher % means a stronger effect | inhibition, % at 25 µM, or IC50 in µM where a hit was titrated | actives 0.59% (n = 330,000); in the data active means a potency from the dose series; inconclusive means inhibition above about 70% without an active follow-up result;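 further: bacterial growth assessed after seven days of incubation; strong numbers were not always called active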
PhoP GFP inhibition – PhoP regulon inhibitors, Salmonella typhi PhoP promoter GFP reporter, confirmatory (AID 1850) | Salmonella Typhi PhoP-promoter GFP reporter, fluorescence, 4 h; higher % means a stronger effect | inhibition, % at 50 µM; hits with a dose series show IC50 in µM | actives 0.33% (n = 310,000); in the data active means a potency from the dose series; inconclusive means inhibition mostly from about 25% at the one dose, without a potency; inactive means the rest, 99 in 100 with inhibition below about 19%;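 further: 0% = induced wells with vehicle and 100% = uninduced wells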
inhibitors of VEEV – inhibitors of VEEV TC-83 cytopathic effect, confirmation, Vero cells (AID 588727); Vero cells, VEEV TC-83 cytopathic effect inhibition; higher % means a stronger effect; inhibition, % at 20 µM; hits with a dose series show IC50 in µM; actives 0.13% (n = 350,000); in the data active means a potency from the dose series; inconclusive means inhibition mostly from about 14% at the one dose, without a potency; inactive means the rest, 99 in 100 with inhibition below about 12%; further: strong numbers were not always called active
inhibitors of VEEV 10K pilot screen – second read-out of inhibitors of VEEV, no call of its own (marks repeat the call); inhibition, %; measured here: 10K pilot screen inhibition
The depositor's hits bear a star; i = inactive; ? = inconclusive; nt = no result given; & = joins results of further samples.

SMILES	influenza NS1A	tuberculosis growth	M. tuberculosis HTS	PhoP GFP inhibition	inhibitors of VEEV	others
Cc1cc(C(=O)N2CCN(S(=O)(=O)c3ccc(F)c(Cl)c3)CC2)c(C)o1	-3%	7%	5%	nt	3.9%
Cc1ccc(C)c(S(=O)(=O)N2CCCOC2CNC(=O)C(=O)NCc2cccs2)c1 (centres undefined)	-5%	3%	-14%	-6%	i
CCOC(=O)CSC1=C(C#N)C(c2ccccc2C)C2=C(CCCC2=O)N1 (centres undefined)	2%	26%	-2%	-5%	0.7%
CC(=O)N1CCN(c2ccc(NC(=O)c3cccc(C)c3)cc2)CC1	-12%	7%	-1%	2%	0.7%
CCOc1ccc(/C=N/NC(=O)c2csc(C)c2C)c(OCC)c1	24%	22%	0%	-9%	6.0%
CC(C)Sc1nnc([C@@H]2CCCN2C(=O)OC(C)(C)C)o1	-1%	-32%	-5%	8%	0.8%
Cc1cccc(C)c1N=Cc1c(O)n(-c2nccs2)c(=O)c2ccccc12	7%	27%	40%	-2%	12%
NC(=O)c1ccsc1NC(=O)CN1C(=O)NC2(CCCCC2)C1=O	5%	4%	-9%	nt	6.9%
Oc1[nH]c2ccccc2c1N=NC(=S)NCC1CCCO1 (centres undefined)	4%	-1%	-6%	-9%	8.5%
CCc1nnc(NC(=O)Cc2c[nH]c3ccccc23)s1	-5%	-5%	-2%	-3%	0.4%
Cc1ccc(S(=O)(=O)N2CCC(C(=O)OCC(=O)N3CCC(C)CC3)CC2)cc1C	-5%	27%	45%	3%	1.0%
Cc1c(C)c2cc(Cl)c(O)c(CN3CCCCC3)c2oc1=O	nt	-6%	-9%	-7%	nt
O=C(CN(Cc1ccc(Cl)c(Cl)c1)S(=O)(=O)c1ccccc1)N/N=C\c1ccc2c(c1)OCO2	2%	15%	-1%	6%	4.9%
CNC(=O)c1ccc(=O)n(Cc2cccc(C(F)(F)F)c2)c1	-21%	56%	?	2%	0.4%
COc1cccc(N(CC(=O)NCc2ccco2)C(=O)CCC(=O)Nc2nccs2)c1	-7%	13%	1%	-8%	0.4%
CC(C)(C)c1cc(NC(=O)c2cccc(S(=O)(=O)N3CCOCC3)c2)no1	1%	12%	4%	-8%	0.9%
Cc1cc(NS(=O)(=O)c2ccc(NC(=O)COc3c(C)cc(Br)cc3C)cc2)no1	6%	31%	-3%	-16%	i
Cc1ccc(C(C[N+](=O)[O-])c2c(C)[nH]n(-c3ccccc3)c2=O)cc1 (centres undefined)	3%	?	?	-11%	i	inhibitors of VEEV 10K pilot screen=3.9
Cc1ccc(S(=O)(=O)NCC(=O)N(CC(=O)NC(C)(C)C)Cc2ccc3c(c2)OCO3)cc1	7%	-8%	-12%	9%	1.2%
CCOc1ccccc1NC(=O)CN1CCC(NC(=O)c2ccccc2C)CC1	-7%	18%	5%	-2%	5.8%
Cc1nc2ncnn2c(C)c1CCC(=O)O	-8%	3%	2%	0%	0.6%
CC(=O)N(c1ccc(Cl)cc1)c1nc(C)cc(C)c1C#N	-1%	6%	3%	7%	3.3%
Cc1csc(NC(=O)c2ccc(C)s2)n1	15%	46%	-4%	1%	5.7%
CCOC(=O)C1CCCN(C/C=C/c2ccccc2)C1 (centres undefined)	-8%	-3%	0%	-2%	i
Cc1ccc(C(=O)NCC(=O)OCC(=O)c2ccc(C)c([N+](=O)[O-])c2)cc1	-4%	-12%	-5%	2%	2.0%
N/C(=N\N=C\c1cccs1)SC1CC(=O)N(c2ccc(Br)cc2)C1=O (centres undefined)	-7%	7%	16%	-4%	1.4%
COc1ccccc1C1CC(=O)Oc2ccc(C(C)(C)C)cc21 (centres undefined)	-6%	nt	nt	nt	0.4%
CCC(C)(C)n1nnnc1C(c1cccs1)N1CCCCC1 (centres undefined)	-9%	17%	1%	-3%	2.0%
Cc1cccc(NC(=O)CSc2nc3ccccc3nc2N2CCCC2)c1C	0%	15%	0%	7%	0.2%	inhibitors of VEEV 10K pilot screen=0.3
Cc1cc(C)nc(NNC2=CC(=[N+]3CCCCC3)CC(C)(C)C2)n1	7%	3%	8%	-8%	2.2%
CS(=O)(=O)c1ccc(N)c(SSc2cc(S(C)(=O)=O)ccc2N)c1	-6%	23%	-10%	2%	1.6%
CC(=O)c1ccc(NC(=O)c2ccc(CSc3ccccc3)o2)cc1	4%	?	3%	-6%	i
COc1cccc(CN2CC(C(=O)NCc3cnn(C)c3)CCC2=O)c1 (centres undefined)	-7%	-12%	-11%	-5%	1.7%
Cc1oc2ccc(NS(=O)(=O)c3ccc(C(C)(C)C)cc3)cc2c1C(=O)Nc1ccccc1	1%	11%	-1%	-9%	1.0%
CCCN(CC(=O)Nc1ccccc1C)C(=O)c1ccc(N2CCCC2)c([N+](=O)[O-])c1	-3%	6%	7%	-4%	9.7%
CCOC(=O)C(CCCCOc1cccc(CC)c1)C(=O)OCC	15%	68%	2%	0%	0.4%

Sorted by length of the SMILES (high to low): some entries from above
SMILES	influenza NS1A	tuberculosis growth	M. tuberculosis HTS	PhoP GFP inhibition	inhibitors of VEEV	others
Cc1oc2ccc(NS(=O)(=O)c3ccc(C(C)(C)C)cc3)cc2c1C(=O)Nc1ccccc1	1%	11%	-1%	-9%	1.0%
CS(=O)(=O)c1ccc(N)c(SSc2cc(S(C)(=O)=O)ccc2N)c1	-6%	23%	-10%	2%	1.6%
COc1ccccc1C1CC(=O)Oc2ccc(C(C)(C)C)cc21 (centres undefined)	-6%	nt	nt	nt	0.4%

(listing goes on)
SMILES	influenza NS1A	tuberculosis growth	M. tuberculosis HTS	PhoP GFP inhibition	inhibitors of VEEV	others
COc1cccc(C2(O)CCN(C(=O)C3CC3)CC2)c1	1%	-1%	-6%	4%	5.0%
CCN(CC)C(=O)COC(=O)C1=NN(c2cc(C)ccc2C)C(=O)CC1	-4%	-6%	-4%	1%	1.3%
Nc1c(C(=O)Nc2ccccc2)nnn1-c1ccc2c(c1)OCCO2	-1%	20%	-1%	7%	2.9%
C=CCn1c(CCCNC(=O)c2ccccc2OC)nc2ccccc21	-2%	3%	-6%	2%	i
CC(C)c1ccccc1NC(=O)C1CC(=O)N(C2CCCC2)C1 (centres undefined)	-1%	-2%	-15%	6%	3.0%
O=C(C1CCC(CNc2c(N3CCCCC3)c(=O)c2=O)CC1)N1CCN(C2CCCCC2)CC1 (centres undefined)	13%	-31%	-6%	6%	0.8%
C1CCCCCC2(CCCCC1)OCC(CN1CCOCC1)O2 (centres undefined)	2%	16%	11%	-2%	i
O=C(COC(=O)COc1cccc(C(F)(F)F)c1)NC1CCS(=O)(=O)C1 (centres undefined)	-6%	-17%	-2%	3%	0.8%
COc1ccc(OC)c(NC(=O)C2CCCN(S(=O)(=O)c3c(C)noc3C)C2)c1 (centres undefined)	4%	30%	-3%	-2%	0.6%
O=C(CNS(=O)(=O)c1ccc([N+](=O)[O-])cc1)N/N=C/c1ccc(O)cc1O	-5%	-6%	0%	-11%	3.1%
N#CCCN(C(=O)COC(=O)COc1ccccc1Cc1ccccc1)c1ccccc1	-13%	11%	-3%	nt	0.9%
CCCNC(=O)c1ccc(N2CCC3(CC2)CC(c2ccccc2)=NO3)c(NC(=O)c2ccc(Br)cc2)c1	0%	35%	0%	-1%	1.6%

5 compounds drawn at random from the list so far, as already listed:
SMILES	influenza NS1A	tuberculosis growth	M. tuberculosis HTS	PhoP GFP inhibition	inhibitors of VEEV	others
CC(C)c1ccccc1NC(=O)C1CC(=O)N(C2CCCC2)C1 (centres undefined)	-1%	-2%	-15%	6%	3.0%
O=C(CNS(=O)(=O)c1ccc([N+](=O)[O-])cc1)N/N=C/c1ccc(O)cc1O	-5%	-6%	0%	-11%	3.1%
C=CCn1c(CCCNC(=O)c2ccccc2OC)nc2ccccc21	-2%	3%	-6%	2%	i
CCCNC(=O)c1ccc(N2CCC3(CC2)CC(c2ccccc2)=NO3)c(NC(=O)c2ccc(Br)cc2)c1	0%	35%	0%	-1%	1.6%
Nc1c(C(=O)Nc2ccccc2)nnn1-c1ccc2c(c1)OCCO2	-1%	20%	-1%	7%	2.9%

More entries:
SMILES	influenza NS1A	tuberculosis growth	M. tuberculosis HTS	PhoP GFP inhibition	inhibitors of VEEV	others
CCc1ccc(NC(=O)c2cnn3ccccc23)cc1	3%	-12%	1%	-9%	4.1%
COc1ccc(C(=O)CN2C(=O)NC3(CCCCCC3)C2=O)cc1	28%	19%	2%	-5%	6.6%
Cc1ccc(-c2nc(C)sc2CC(=O)OCC(=O)Nc2c(F)cccc2F)cc1	-7%	-9%	-14%	-4%	i
O=C(CNC(=O)c1cccc(Br)c1)N/N=C/c1cccnc1	-4%	-11%	4%	-2%	5.0%
CCS(=O)(=O)N1CCC(C(=O)NCc2ccco2)CC1	-2%	0%	10%	2%	0.6%
CCOC(=O)N1CCN(S(=O)(=O)c2ccc3[nH]c(=O)sc3c2)CC1	0%	-6%	-3%	-9%	1.2%
Cn1c(=O)n(C)c2cc(S(=O)(=O)Nc3ccccc3C(=O)O)ccc21	-4%	7%	2%	-3%	0.6%
COc1ccc(/C=C/C(=O)c2ccoc2)cc1	9%	72%	57%	13%	5.3%
COC(=O)c1ccc(CSc2nc3c(cnn3-c3ccc(C)cc3)c(=O)[nH]2)o1	-7%	3%	3%	-6%	i
CC(C(=O)Nc1cc(C(F)(F)F)ccc1N1CCOCC1)N1C(=O)C2CCCCC2C1=O (centres undefined)	-5%	-5%	-20%	nt	2.0%
COc1cc(OC)cc(N(C(=O)c2ccco2)C(C(=O)NC2CCCC2)c2ccc(N3CCOCC3)cc2)c1 (centres undefined)	10%	5%	-2%	-14%	i
CC1CCN(C2CCN(S(=O)(=O)c3ccc(F)cc3)CC2)CC1	-14%	4%	-18%	-13%	i
Cn1nccc1C(=O)Oc1ccc(/C=N/NC(=O)c2ccccc2O)cc1	7%	-5%	?	-2%	0.1%
CC(=O)c1cccc(NC(=O)C(C)OC(=O)c2ccc3ncsc3c2)c1 (centres undefined)	0%	-7%	-15%	nt	3.7%
Cc1ccc(N2C(=O)c3ccc(C(=O)N4CCN(Cc5ccccc5)CC4)cc3C2=O)cc1	10%	-4%	-10%	6%	6.0%
CC(C)(C)n1nc2c(c1NC(=O)CCCc1ccccc1)CS(=O)C2 (centres undefined)	-15%	nt	-11%	-14%	i
CCN1CCN(C(=O)c2cc(COc3ccc(F)cc3F)on2)[C@@H](C)C1=O	-4%	8%	3%	6%	i
CC12C(=O)N(c3ccccn3)C(=O)C1C1C=CC2C1 (centres undefined)	8%	1%	-4%	6%	i
CCc1c(O)cc2n(c1=O)-c1ccccc1C2(C)C	-19%	9%	-7%	2%	2.8%
Cc1[nH]nc(N=CC2=C(O)CC(C)(C)CC2=O)c1-c1ccccc1	4%&-5%	13%	-1%	-4%	2.0%
CCCCOC(=O)c1ccc(N=Nc2c(C)c(C#N)c(O)[nH]c2=O)cc1	-24%	73%	?	-12%	6.3%
O=C(NCCC1CC1(Cl)Cl)c1ccc([N+](=O)[O-])cc1 (centres undefined)	-27%	68%	6%	12%	i
Cc1occc1-c1nnc(SCC(=O)Nc2ccccc2)n1C(C)c1ccccc1 (centres undefined)	8%	28%	-4%	0%	0.6%	inhibitors of VEEV 10K pilot screen=4.6
COc1ccc(CCNC(=O)c2ccccc2-c2ccccc2C(=O)O)cc1OC	-2%	23%	15%	-2%	2.2%
CCOc1ccc2[nH]c3nc(SCC(=O)NC4CC4)nnc3c2c1	7%	-5%	0%	-3%	1.7%
CCc1cccc2c1Sc1ccccc1CC2N1CCNCC1 (centres undefined)	9%	?	?	51µM*	i
O=C1NC(=O)/C(=C\c2ccc(OCc3cccc(C(=O)O)c3)c(Cl)c2)N1	-9%	7%	-1%	6%	0.8%
Cc1cc(C)nc(NC(=O)c2ccc(C)c([N+](=O)[O-])c2)n1	-1%	-5%	4%	-11%	0.4%
C[C@@H]1O[C@@H](OCCC(=O)O)[C@H](O)C[C@H]1O	-21%	-16%	0%	nt	0.3%
CCOC(=O)Nc1ccc2c(c1)N(C(=O)CN1CCN(C)CC1)c1ccccc1S2	-4%	25%	-4%	-5%	3.5%
Cc1cccc(N(Cc2ccccc2)C(=O)c2cc(S(=O)(=O)N3CCOCC3)ccc2F)c1	-2%	6%	8%	11%	4.8%
C=CCSc1nncn1/N=C/c1ccc(OC)cc1	5%	-3%	6%	-12%	5.4%
CCOC(=O)C1(Cc2cccc(OC)c2)CCCN(C(=O)c2cc(CC(C)C)[nH]n2)C1 (centres undefined)	13%	16%	8%	7%	11%
COC(=O)c1ccc(-n2nnnc2SCc2nn[nH]n2)cc1	1%	-2%	-1%	-2%	1.5%
CCOC(=O)/C(C#N)=C/c1c(N2CCCCCC2)nc2ccccn2c1=O	-3%	0%	-9%	-15%	7.9%

Random draw from the library; any-hit rate near 1.5%.
